Tau ThT inhib: tau fibrillization inhibition (ThT binding) | P10636 | recombinant tau K18 P301L, heparin-induced fibrillization, ThT fluorescence | Potency, µM (highest dose often 57.4 µM), inactives show at the highest dose activity, negative = inhibition, most hits filed as inhibitors | hit rate 2.1% among 270,000; note: % is set by controls: 0 for no effect and ±100 for the full control effect; nearly all actives have a fitted effect of over 55% in size
Target sequence (P10636 561-689 P618L limits assumed): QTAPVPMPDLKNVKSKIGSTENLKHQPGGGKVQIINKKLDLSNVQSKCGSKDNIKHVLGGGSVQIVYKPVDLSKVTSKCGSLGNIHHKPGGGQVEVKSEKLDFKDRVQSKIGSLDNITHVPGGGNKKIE
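Tau K18 P301L fragment (15 uM unlabeled plus 0.24 uM Alexa 594-labeled) in 100 mM sodium acetate pH 7 with compound, fibrillization induced by 20 uM heparin for 6 hr at 37 C. Thioflavin T (30 uM) added, fluorescence read after 1 hr (ex 450, em 510 nm).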
TRb SRC2 PPI: TRbeta-SRC2 interaction inhibition | TRbeta-SRC2 peptide binding, fluorescence polarization; receptor liganded with 1 µM T3 | hit rate 0.065% among 280,000 | AID 1469 | Potency, µM (top dose mostly 106 µM), inactives show top-dose activity change, negative = inhibition, usual class: inhibitors | P10828;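 note: plate controls were bound peptide for no effect and peptide without receptor for full effect; nearly all actives have a fitted effect of over 50% in size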
Target sequence (P10828 whole entry, looked up): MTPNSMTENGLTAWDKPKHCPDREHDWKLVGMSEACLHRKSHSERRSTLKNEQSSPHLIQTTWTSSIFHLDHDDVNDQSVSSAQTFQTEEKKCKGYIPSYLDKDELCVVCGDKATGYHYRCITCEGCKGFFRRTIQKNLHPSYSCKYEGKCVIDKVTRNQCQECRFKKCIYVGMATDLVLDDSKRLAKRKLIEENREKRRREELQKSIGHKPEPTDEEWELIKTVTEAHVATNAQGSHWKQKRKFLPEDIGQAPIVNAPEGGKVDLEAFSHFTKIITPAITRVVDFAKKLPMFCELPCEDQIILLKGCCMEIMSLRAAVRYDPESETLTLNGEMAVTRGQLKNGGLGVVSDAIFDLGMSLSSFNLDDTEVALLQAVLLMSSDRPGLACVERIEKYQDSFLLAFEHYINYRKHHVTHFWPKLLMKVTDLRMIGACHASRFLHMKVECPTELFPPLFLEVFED
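TRb LBD 0.6 uM + Texas Red SRC2 peptide 20 nM, 1 uM T3, Tris buffer w/ 5% DMSO; compound pinned, 5 h RT; FP read ex 555/em 632; normalized to unbound and bound controls.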
TexasRed fluor: Texas Red fluorescence interference in TRb-SRC2 counter-screen; AID 1479; TRb/SRC2 Texas Red total fluorescence interference; hit rate 0.29% among 280,000; Potency, µM (doses to about 106 µM), for the others: at the highest dose fluorescence change, negative = quenching; active = well fitted curve in either direction with a large enough effect; inconclusive = small, poorly fitted or top-dose-only effect; note: % is set by controls: 0 for no effect and ±100 for the full control effect
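Flags fluorescent or light-absorbing compounds by total fluorescence, S + 2P, at 555 nm excitation and 632 nm emission. Mixture: 20 nM Texas Red SRC2 peptide, 0.6 uM human TRb LBD, 1 uM T3, 5% DMSO; compound exposure 5 h at ambient temperature.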
Tau fluor counter: counter-screen for tau fibril formation inhibitors | tau K18 P301L Alexa594 fluorescence, heparin fibrillization | Potency, µM (top dose mostly 57.7 µM), without a hit: at the highest dose activity change, negative = decrease | hit rate 0.93% among 280,000; note: % is set by controls: 0 for no effect and ±100 for the full control effect; nearly all actives have a fitted effect of over 55% in size
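Human tau K18 P301L (15 uM unlabeled, 0.24 uM Alexa 594-labeled) in 100 mM sodium acetate pH 7 with 20 uM heparin, 6 hr at 37 C. ThT 30 uM added, 1 hr ambient; Alexa 594 FP and total fluorescence read at 555/632 nm.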
Tau FP inhib: inhibitors of human tau fibril formation; P10636; K18 P301L tau heparin fibrillization, Alexa594 FP, 6 h; Potency, µM (highest dose often 57.7 µM), for the others: at the highest dose activity, negative = inhibition, usual class: inhibitors; hit rate 0.39% among 280,000; note: % is set by controls: 0 for no effect and ±100 for the full control effect; nearly all actives have a fitted effect of over 55% in size
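Compound effects on tau fibrillization are measured by Alexa 594 fluorescence polarization (ex 555, em 632 nm). K18 P301L tau is used at 15 uM with 0.24 uM labeled tracer, and 20 uM heparin induces aggregation over 6 hr at 37 C.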
RECQ1 helicase: inhibitors of human RECQ1 DNA helicase. P46063. RECQ1 DNA unwinding, red fluorescence kinetic read. Potency, µM (highest dose often 57.3 µM), for inactives: at the highest dose activity, negative = inhibition, most hits filed as inhibitors. hit rate 0.54% among 240,000;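 note: plate controls were vehicle for no effect and no enzyme for full effect; nearly all actives have a fitted effect of over 30% in size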
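RECQ1T1 50 nM; forked duplex (20 bp + 30-nt ss tails) 200 nM, ATP 2 mM final; pH 8.0, 2 mM MgCl2, 2.5 ug/ml poly(dI-dC); 15 min compound preincubation; discontinuous kinetic read over 2 h at RT.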
L3MBTL1 block: blocks human L3MBTL1 | AlphaScreen L3MBTL1–H3K9me1 peptide binding | Potency, µM (titrated, usually from 57.1 µM), for inactives: at the top dose activity, negative = inhibition, most hits filed as inhibitors | Q9Y468 | hit rate 0.66% among 230,000; note: % is set by controls: 0 for no effect and ±100 for the full control effect; nearly all actives have a fitted effect of over 60% in size
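Displacement of a biotinylated histone H3(1-15) peptide monomethylated at Lys9 (75 nM) from L3MBTL1 (50 nM) was measured by AlphaScreen after a 30 min room-temperature compound incubation; cefsulodin titration served as intraplate control.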
HTT cytoprotect: protects HTT-Q103 PC12 cells, measured by ATP; PC12 HTT-Q103 induced, cytoprotection, ATP luminescence, 40 h; Potency, µM (top dose mostly 56.4 µM), for the others: cytoprotection (ATP increase), usual class: activators; hit rate 0.14% among 230,000; AID 1471;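 note: % of control where 0% means no effect; nearly all actives have a fitted effect of over 45% in size; toxic huntingtin expression switched on by the ecdysone agonist tebufenozide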
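Stable PC12 Q103-GFP cells in serum-supplemented, phenol red-free DMEM; induction by tebufenozide at 100 nM final; compound dose series; cell viability quantified luminescently from ATP.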
* marks the source's active call; other numbers are inactive results; i = inactive; ? = inconclusive; nt = not tested or not shown; & = joins results of further samples; [ ] = another dose, or the depositor's remark. Unless noted, calls come from the whole dose curve; as a rule, active = well fitted curve in the direction sought with a large enough effect; inconclusive = small, poorly fitted or top-dose-only effect, or another doubt; inactive = no such curve, though single readings can be large; an effect the other way counts as inactive or inconclusive. Potency is the fitted concentration of half-maximal effect.

SMILES	Tau ThT inhib	TRb SRC2 PPI	TexasRed fluor	Tau fluor counter	Tau FP inhib	RECQ1 helicase	L3MBTL1 block	HTT cytoprotect
COC(=O)CCC(=O)NC(=S)Nc1ccc(S(=O)(=O)N2CCCC2)cc1	-4%	-3%	1%	-13%	-8%	-2%	nt	-7%
CC(=O)N(c1c(C)n(C)n(-c2ccccc2)c1=O)C1(C(=O)NC2CCCC2)CCCCC1	6%	-19%	-1%	6%	7%	-6%	nt	10%
c1ccc2c(c1)CCCC2C1=NCCN1 (stereo unspecified)	-13%&-2%&3%	-4%&10%&3%	-3%&0%&-6%	-12%&0%&-1%	-3%&2%&2%	6%&-4%	7%	0%[0.074 µM]
O=S(=O)(NCCCCCNS(=O)(=O)c1ccccc1)c1ccccc1	7%	1%	-3%	-8%	5%	-8%	5%	16%[1.9 µM]
O=C(Nc1ccc(F)cc1)c1ccc2nc[nH]c2c1	-1%	8%	-6%	-6%	-11%	-2%	17%	nt
COc1ccc(NC(=O)Nc2cccc(F)c2)c(OC)c1	?	5%	1%	?	12%	i	-4%	nt
O=C(O)CCn1c(=S)n(CCC(=O)O)c2ccccc21	-8%	-3%	-1%	-10%	3%	-13%	nt	10%[10 µM]
COC(=O)CN1C(c2ccc(OC)cc2)=Nc2ccc(Cl)cc2C1c1ccccc1 (stereo unspecified)	-17%	-3%	-4%	-16%	-1%	-12%	-5%	5%[10 µM]
O=[N+]([O-])c1ccc2nc(/C=C/c3ccc(Cl)cc3)[nH]c2c1	13µM*	-3%	1%	?	-2%	0%	0%	-63%[inhibitor]
CCSc1ccccc1C(=O)n1nnc2ccccc21	-13%	-16%	0%	7%	8%	13%	nt	5%[0.074 µM]
Cc1ccc(C(=O)N2CCC3(CC2)Oc2ccc(F)cc2C(=O)C32CC(c3cccnc3)=NO2)s1 (stereo unspecified)	-20%	6%	-1%	-20%	-1%	26%	nt	3%[10 µM]
Fc1ccc(CSc2nnc(-c3ccncc3)o2)cc1	4%	-7%	-3%	1%	-2%	i	3%	-12%
Fc1ccc(Nc2nnc(C(F)(F)F)s2)cc1	-2%	-7%	-2%	-13%	5%	i	23%	-3%[10 µM]
c1ccc(-c2noc(CN3CCCC(OCc4ccccn4)C3)n2)cc1 (stereo unspecified)	-7%	-2%	0%	-11%	-3%	-7%	15%	-2%[10 µM]
CC(NC(=O)C12CC3CC(CC(C3)C1)C2)c1ccc2c(c1)OCCO2 (stereo unspecified)	-1%	-4%	2%	-1%	11%	i	nt	12%
CC(C)Cn1cnc2c(c1=N)C(c1ccccc1)C1=C(CC(C)(C)CC1=O)O2 (stereo unspecified)	-8%	3%	-1%	0%	4%	-3%	-1%	17%[10 µM]
O=C(N/N=C/c1ccco1)c1cc(=O)[nH]c2ccccc12	-1%	6%	2%	-5%	-14%	i	nt	-1%
Nc1cc(=O)[nH]c(SCC(=O)NCC2CCCO2)n1 (stereo unspecified)	-10%	-13%	1%	-4%	-2%	-5%	7%	10%
CCCc1nc(NCc2ccco2)c(C#N)c2c1COC(C)(C)C2	-5%	-1%	4%	3%	-4%	-1%	9%	-9%
CCOC(=O)c1[nH]c(C)c(C(=O)N2CCN(C(=O)c3ccco3)CC2)c1C	4%	-3%	0%	6%	1%	i	-8%	10%[10 µM]
Cc1c(CN2CCCC(C(=O)c3cccc(OC(C)C)c3)C2)c(=O)n(-c2ccccc2)n1C (stereo unspecified)	-3%	1%	0%	2%	1%	i	-4%	1%[10 µM]
CCC(C)NC(=O)COC(=O)c1cc([N+](=O)[O-])ccc1Sc1nc(C)cs1 (stereo unspecified)	-18%	-11%	-4%	-23%	3%	4%	nt	17%
O=c1[nH]c2ccccc2c(O)c1-c1ccccc1	?	2%	1%	21%	1%	i	nt	2%[10 µM]
CC(=O)NNc1ncnc2c1cnn2-c1ccc(C)c(C)c1	-9%	4%	-1%	-12%	-11%	4%	nt	-21%
COc1cc(NC(=O)N2CCOCC2)cc(OC)c1	-5%	-7%	-6%	-5%	3%	i	nt	-7%[10 µM]
CCOc1ccc(N2Cc3ncccc3C2=O)cc1	?	-7%	0%	-28%	?	-1%	-23%	-67%[inhibitor]
COc1cc(NC(=O)Cn2c(=O)n(CC3CCCO3)c(=O)c3cc(OC)c(OC)cc32)cc(OC)c1 (stereo unspecified)	?	-2%	1%	?	-11%	nt	-4%	nt
O=C1CC(NCC2CCCO2)C(=O)N1c1ccc(Cl)cc1 (stereo unspecified)	-10%	9%	0%	-1%	-3%	-13%	-2%	-4%
c1csc(-c2nc3ccccn3c2NC2CCCCC2)c1	-12%	3%	-3%	-21%	-1%	-11%	-9%	17%[10 µM]
Nc1nonc1C(=O)OCC(=O)N1CCOCC1	-1%	11%	1%	-2%	-5%	-3%	2%	-11%[10 µM]
COc1cc(C2NC(=S)NC(c3ccccc3)=C2C(C)=O)ccc1O (stereo unspecified)	-3%	-7%	0%	-2%	-2%	i	-4%	-5%
COc1cccc(N(C(=O)c2ccco2)c2nc(-c3sc(NC(=O)c4ccco4)nc3C)cs2)c1	?	4%	10%	?	8%	-2%	-1%	-61%[inhibitor]
Cc1ccc(OCC(=O)NCc2ccco2)c([N+](=O)[O-])n1	0%	0%	-7%	-3%	-4%	i	-1%	-18%
CC(C)(C#N)C(C)(C)c1nn[nH]n1	-9%	6%	1%	-9%	-1%	-7%	5%	5%
Cc1cc(N2CCCCC2C)nc(-c2ccccc2O)n1 (stereo unspecified)	?	-11%	1%	?	0%	-5%	44%[activator]	-11%[10 µM]
Cc1nn(-c2ccccc2)c(NC(=O)c2cccs2)c(-c2ccccc2Cl)c1=O	-6%	-2%	2%	-2%	4%	-5%	1%	6%[10 µM]
O=C(O)c1cc(C2CC2)nn1-c1ccccc1	-2%	1%	0%	-12%	-3%	0%	nt	7%
COc1ccc(CCCc2nnc(SCC(=O)Nc3ncc(C)s3)o2)cc1	?	-1%	-1%	-19%	-5%	-3%	0%	-15%
CCOC(=O)CSc1nnc(-c2ccc3ncccc3c2)n1C	nt	10%	-2%	15%	3%	-15%	nt	18%[10 µM]
CCCc1nc(NCC2CCCO2)c2nnn(Cc3ccccc3)c2n1 (stereo unspecified)	-4%	-3%	1%	-2%	5%	-1%	-1%	-6%[10 µM]
COC(=O)N1C2CC(=O)O[C@@H]3c4cc5c(cc4[C@]1(C)[C@@]3(Br)c1ccccc12)OCO5	9%[11.5 µM]	-6%[11.2 µM]	-1%[11.2 µM]	4%[11.6 µM]	-1%[11.6 µM]	2%[11.5 µM]	nt	4%[10 µM]
COc1cc2cc(C(c3nnnn3C(C)(C)C)N3CCc4ccccc4C3)c(=O)[nH]c2cc1OC (stereo unspecified)	?	1%	-2%	-16%	2%	19%	nt	-23%
COc1ccc(S(=O)(=O)N(C)CC(=O)Nc2ccc(C)cc2)cc1OC	8%	6%	-3%	3%	-13%	i	-5%[11.4 µM]	-46%[inhibitor]
CCOC(=O)c1[nH]c(C)c(/C=N/O)c1C	-3%	-4%	0%	8%	6%	-6%	-13%	-13%[10 µM]
O=C(CN1C(=O)CSc2ccc(C(F)(F)F)cc21)Nc1ccccc1	4%	-11%	-2%	-11%	-12%	0%	-5%	-15%[10 µM]
CN(C)c1ccnc(Oc2ccc(C(C)(C)C)cc2)c1C#N	-22%	4%	-1%	-30%	-16%	-16%	-10%	-9%[10 µM]
Cc1ccc(NC(=O)c2cc(=O)c3ccccc3o2)c(C)c1	0%	-7%	-1%	-6%	2%	-4%	-8%	16%[10 µM]
CCCOc1ccc(Cn2c(=O)oc3ccc(C)cc32)cc1OC	-16%	4%	0%	-17%	0%	-12%	23%[11.4 µM]	-14%[0.074 µM]
COc1cc2c(cc1NC(=O)c1ccco1)CCCC2	-16%	-10%	-2%	-17%	-7%	i	nt	-23%
Cc1cc(C)n(-c2ncc(C#N)cn2)n1	-7%	-5%	-2%	0%	-2%	i	5%	6%[10 µM]
COc1ccc(C(=O)Nc2cccc(S(C)(=O)=O)c2)cc1	-9%	3%	-1%	-4%	-3%	i	6%	?
CCOc1cccc2cc(C(=O)NCc3cccnc3)c(=O)oc12	-11%	-17%	1%	-8%	0%	-8%	nt	-5%[0.074 µM]
Cc1cc(C)cc(OCC(=O)OCC(=O)NCCC2=CCCCC2)c1	-4%	1%	-3%	-5%	12%	-1%	12%	21%[10 µM]
O=C(NNc1ccccn1)c1ccc(Cl)nc1	-2%	-5%	0%	1%	-5%	0%	14%	12%[10 µM]
Cc1ccc2[nH]cc(CCNC(=O)c3ccc([N+](=O)[O-])cc3)c2c1	?	8%	13%	?	10%	-6%	-15%	-5%[10 µM]
CCOC(=O)c1cc2c(=O)n3ccccc3nc2n(Cc2ccco2)c1=NC(=O)c1ccc(C(C)(C)C)cc1	-5%	7%	-2%	-15%	-1%	nt	nt	nt

Among those listed so far, four have a cyano group.
SMILES	Tau ThT inhib	TRb SRC2 PPI	TexasRed fluor	Tau fluor counter	Tau FP inhib	RECQ1 helicase	L3MBTL1 block	HTT cytoprotect
CCCc1nc(NCc2ccco2)c(C#N)c2c1COC(C)(C)C2	-5%	-1%	4%	3%	-4%	-1%	9%	-9%
CC(C)(C#N)C(C)(C)c1nn[nH]n1	-9%	6%	1%	-9%	-1%	-7%	5%	5%
CN(C)c1ccnc(Oc2ccc(C(C)(C)C)cc2)c1C#N	-22%	4%	-1%	-30%	-16%	-16%	-10%	-9%[10 µM]
Cc1cc(C)n(-c2ncc(C#N)cn2)n1	-7%	-5%	-2%	0%	-2%	i	5%	6%[10 µM]

Assay outcomes from PubChem.

A portion of the library, so the mix of outcomes need not match the whole.
